PhoP GFP inhibition: Inhibition of PhoP regulon, Salmonella typhi GFP reporter cells, confirmation, 4 h (AID 1850) | actives 0.33% (n = 310,000) | Salmonella Typhi PhoP-promoter GFP reporter, fluorescence, 4 h; higher % means a stronger effect | one-dose inhibition, % at 50 µM; IC50 in µM for titrated hits; in the data active = a potency from the dose series; inconclusive = inhibition mostly from about 25% at the one dose, without a potency; inactive = the rest, 99 in 100 with inhibition below about 19%;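 also: 0% = induced wells with vehicle and 100% = uninduced wells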
H1N1 NS1A inhibition: H1N1 influenza NS1A inhibitors, functional cell based assay (AID 504329) | actives 0.3% (n = 340,000) | inhibition, % at 12.5 µM; hits with a dose series show IC50 in µM | NS1A functional cell-based assay, percent inhibition; higher % means a stronger effect; in the data active = a potency from the dose series; inconclusive = inhibition above about 27% without an active follow-up result; also: strong numbers were not always called active
VEEV TC-83 Vero: inhibitors of VEEV TC-83 cytopathic effect, confirmation, Vero cells (AID 588727); Vero cells, VEEV TC-83 cytopathic effect inhibition; higher % means a stronger effect; inhibition, % at 20 µM; hits with a dose series show IC50 in µM; actives 0.13% (n = 350,000); in the data active = a potency from the dose series; inconclusive = inhibition mostly from about 14% at the one dose, without a potency; inactive = the rest, 99 in 100 with inhibition below about 12%; also: strong numbers were not always called active
H37Rv inhibition: M. tuberculosis growth inhibition, HTS (AID 449762); inhibition, % at 25 µM; hits with a dose series show IC50 in µM; actives 0.59% (n = 330,000); M. tuberculosis H37Rv growth inhibition, 7H9 media; higher % means a stronger effect; in the data active = a potency from the dose series; inconclusive = inhibition above about 70% without an active follow-up result;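 also: bacterial growth assessed after seven days of incubation; strong numbers were not always called active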
tuberculosis growth: growth inhibition of non-replicating M. tuberculosis (AID 488890) | actives 0.39% (n = 320,000) | Mycobacterium tuberculosis non-replicating, growth inhibition; higher % means a stronger effect | one-dose inhibition, % at 25 µM; IC50 in µM for titrated hits; in the data active = a potency from the dose series; inconclusive = inhibition mostly from about 82% at the one dose, without a potency; inactive = the rest, 99 in 100 with inhibition below about 76%;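 also: plate controls were DMSO cells for no effect and high antibiotic wells for full effect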
VEEV TC-83 Vero 10K pilot screen: also measured in VEEV TC-83 Vero; calls as there; inhibition, %; measured here: 10K pilot screen inhibition
The depositor's hits bear a star; i = inactive; ? = inconclusive; / = not tested or not shown. Rows were taken by chance. Share with any hit: about 1.5%.

The opening 16 records, ahead of the listing:
SMILES | PhoP GFP inhibition | H1N1 NS1A inhibition | VEEV TC-83 Vero | H37Rv inhibition | tuberculosis growth | others
COC(=O)c1cc(NC(=O)Nc2ccccc2)ccc1Cl | 2% | -5% | i | 3% | 19%
CCOc1ccc(-c2n[nH]c(=S)n2/N=C/c2cc3c(cc2[N+](=O)[O-])OCO3)cc1 | -1% | 8% | 0.4% | -2% | -6%
COc1cc(C(=O)NNC(=O)c2ccc3c(c2)OCCO3)cc(OC)c1OC | / | -12% | 2.2% | 8% | -5%
COc1ccc(OC)c(NC(=O)CN(Cc2ccc(Cl)cc2)S(C)(=O)=O)c1 | -7% | 3% | 6.6% | 4% | -4%
O=C(CON=C1c2ccccc2-c2ccccc21)NC12CC3CC(CC(C3)C1)C2 | 0% | 8% | 8.8% | 27% | 7%
CCOC(=O)c1c2n(c3ccc(O)cc13)CCCCC2 | -1% | 2% | 7.0% | -2% | 15%
Cn1c(O)c(C(c2ccccn2)c2c(O)n(C)c(=S)[nH]c2=O)c(=O)[nH]c1=S | -1% | -8% | 1.7% | 4% | 6%
Cc1cnc(NC(=O)CSc2nnc(-c3ccncc3)n2C2CCCCC2)s1 | -18% | 18% | 3.2% | -5% | 9%
O=C1NC[C@H](c2ccccc2)OC(=O)[C@H](Cc2ccc(F)cc2)C/C=C\C[C@H]1CC(=O)N(CCO)Cc1ccccc1 | / | 2% | i | 4% | 36%
Cc1nnc(SCC(=O)Nc2nonc2C)s1 | 14% | 0% | 0.3% | 5% | -2%
CCc1nnc(NC(=O)c2cccc(S(=O)(=O)N3CCN(c4ccccc4)CC3)c2)s1 | 4% | -2% | 2.4% | -2% | 14%
CC(C)C1CCC(C(=O)N[C@H](Cc2ccccc2)C(=O)O)CC1 (some centres undefined) | 18% | / | / | -5% | -20%
Cc1c(NC(=O)COC(=O)/C=C/c2ccc(Cl)cc2)c(=O)n(-c2ccccc2)n1C | -16% | -13% | 3.3% | 5% | -7%
CC(C)(C)Nc1nc(NN)nc(NC(C)(C)C)n1 | -5% | 1% | 12% | 16% | 57%
COC(=O)CN(C)C(=O)CC1C(=O)NCCN1CC(C)(C)C (centres undefined) | -4% | -11% | 0.4% | -9% | -12%
Nn1c(-c2ccc(F)cc2)nc2ccccc2c1=O | -2% | -12% | 0.7% | -3% | -5%

Main list, repeating the preview:
SMILES | PhoP GFP inhibition | H1N1 NS1A inhibition | VEEV TC-83 Vero | H37Rv inhibition | tuberculosis growth | others
COC(=O)c1cc(NC(=O)Nc2ccccc2)ccc1Cl | 2% | -5% | i | 3% | 19%
CCOc1ccc(-c2n[nH]c(=S)n2/N=C/c2cc3c(cc2[N+](=O)[O-])OCO3)cc1 | -1% | 8% | 0.4% | -2% | -6%
COc1cc(C(=O)NNC(=O)c2ccc3c(c2)OCCO3)cc(OC)c1OC | / | -12% | 2.2% | 8% | -5%
COc1ccc(OC)c(NC(=O)CN(Cc2ccc(Cl)cc2)S(C)(=O)=O)c1 | -7% | 3% | 6.6% | 4% | -4%
O=C(CON=C1c2ccccc2-c2ccccc21)NC12CC3CC(CC(C3)C1)C2 | 0% | 8% | 8.8% | 27% | 7%
CCOC(=O)c1c2n(c3ccc(O)cc13)CCCCC2 | -1% | 2% | 7.0% | -2% | 15%
Cn1c(O)c(C(c2ccccn2)c2c(O)n(C)c(=S)[nH]c2=O)c(=O)[nH]c1=S | -1% | -8% | 1.7% | 4% | 6%
Cc1cnc(NC(=O)CSc2nnc(-c3ccncc3)n2C2CCCCC2)s1 | -18% | 18% | 3.2% | -5% | 9%
O=C1NC[C@H](c2ccccc2)OC(=O)[C@H](Cc2ccc(F)cc2)C/C=C\C[C@H]1CC(=O)N(CCO)Cc1ccccc1 | / | 2% | i | 4% | 36%
Cc1nnc(SCC(=O)Nc2nonc2C)s1 | 14% | 0% | 0.3% | 5% | -2%
CCc1nnc(NC(=O)c2cccc(S(=O)(=O)N3CCN(c4ccccc4)CC3)c2)s1 | 4% | -2% | 2.4% | -2% | 14%
CC(C)C1CCC(C(=O)N[C@H](Cc2ccccc2)C(=O)O)CC1 (some centres undefined) | 18% | / | / | -5% | -20%
Cc1c(NC(=O)COC(=O)/C=C/c2ccc(Cl)cc2)c(=O)n(-c2ccccc2)n1C | -16% | -13% | 3.3% | 5% | -7%
CC(C)(C)Nc1nc(NN)nc(NC(C)(C)C)n1 | -5% | 1% | 12% | 16% | 57%
COC(=O)CN(C)C(=O)CC1C(=O)NCCN1CC(C)(C)C (centres undefined) | -4% | -11% | 0.4% | -9% | -12%
Nn1c(-c2ccc(F)cc2)nc2ccccc2c1=O | -2% | -12% | 0.7% | -3% | -5%
N#Cc1c(-c2ccccc2)ccnc1Oc1ccccc1 | -3% | -6% | 0.7% | 9% | 26%
Cc1cc(NC(=O)COC(=O)C2CC(=O)N(c3cccc(Cl)c3)C2)no1 (centres undefined) | 1% | -7% | 0.5% | -8% | -8%
CCOc1ccc(-n2c(=S)sc3c(=O)[nH]c(SCC(=O)N4CCC(C)CC4)nc32)cc1 | -9% | -12% | 0.9% | 3% | 19%
CCOc1cc(S(=O)(=O)Nc2ccc(Cl)cn2)ccc1Cl | -4% | -1% | 1.9% | 8% | 11%

Overlap with the part before: 2 entries; new compounds follow.
SMILES | PhoP GFP inhibition | H1N1 NS1A inhibition | VEEV TC-83 Vero | H37Rv inhibition | tuberculosis growth | others
CCOc1ccc(-n2c(=S)sc3c(=O)[nH]c(SCC(=O)N4CCC(C)CC4)nc32)cc1 | -9% | -12% | 0.9% | 3% | 19%
CCOc1cc(S(=O)(=O)Nc2ccc(Cl)cn2)ccc1Cl | -4% | -1% | 1.9% | 8% | 11%
Nc1c(C(=O)Nc2ccc3c(c2)OCCO3)nnn1Cc1cccc(Br)c1 | 5% | -12% | 0.7% | 25% | /
O=C(CN1CCN(Cc2ccc(F)cc2)CC1)NCc1ccccc1 | -4% | -6% | 0.2% | 8% | 2%
O=C(CCN1CCOCC1)NNC(=O)/C(=C/c1ccccc1)NC(=O)c1ccccc1 | -11% | 2% | 0.6% | 0% | -2%
COc1ccc(-c2c(NC(=O)c3ccco3)oc3ccccc3c2=O)cc1OC | 2% | 9% | 0.5% | -4% | -1%
CCN(CC)S(=O)(=O)c1cccc(NC(=O)CN(C)C2CCCCC2)c1 | 2% | -6% | i | -6% | 18%
CCCCNc1ccc(C(=O)O)cc1 | 2% | 14% | 1.5% | 32% | 35%
Cc1cccc(/C=N/n2c(-c3ccccn3)n[nH]c2=S)c1 | 0% | / | / | 0% | -15%
COc1ccc(CN2CCNC(=O)C2CC(=O)NCc2csc(C)n2)c(F)c1 (centres undefined) | 3% | 7% | 0.9% | -10% | -5%
COCCn1c(=S)[nH]c2cc(C(=O)N3CCC(C(N)=O)(N4CCCCC4)CC3)ccc2c1=O | -10% | 1% | 3.5% | -8% | -16%
COc1ccc(C(C)(C)C)cc1NC(=O)c1cc(S(=O)(=O)N(C)C)ccc1N1CCCC1 | -4% | -3% | i | -2% | 60%
C=C(c1cn(C(C)=O)c2ccccc12)c1cn(C(C)=O)c2ccccc12 | / | 10% | 8.4% | / | /
Cc1ccc(NC(=O)CN2C(=O)NC3(CCCc4ccccc43)C2=O)c(C)c1 (centres undefined) | / | 5% | 6.0% | / | /
CCOc1cc(C(=O)Nc2ccc3c(c2)OCO3)ccc1OC(F)F | -10% | 0% | 1.0% | 5% | 26%
CCCNC(=O)COC(=O)C1CCN(S(=O)(=O)c2ccc3c(c2)OCCO3)CC1 | -7% | -2% | 2.1% | -7% | -5%
Cc1ccc(-c2cc(C(F)F)nc(S(C)(=O)=O)n2)cc1 | 8% | 6% | 8.4% | ? | 7µM*
O=C(CCCC(=O)OCC(=O)c1ccc(Cl)cc1Cl)Nc1cc(C(F)(F)F)ccc1Cl | 7% | 0% | 1.0% | -4% | 56%
CCOC(=O)C1C(=O)NC(N2CCN(CC)CC2)=NC1c1ccccc1 (centres undefined) | -1% | 2% | 4.7% | -9% | -8%
NNC(=O)COc1cccc(Oc2ccccc2)c1 | 15% | 3% | 0.0% | 8% | i
C=C1CCN([C@H](C(=O)NCc2ccccc2)C(C)C)S(=O)(=O)c2ccccc21 | -15% | -7% | i | -2% | 10%
CCCC(=O)N1CCN(c2ccc(NC(=O)c3cc4ccccc4o3)cc2)CC1 | 1% | -8% | 6.2% | ? | 74%
CCOc1ccc(N2C(=O)/C(=C/c3ccc(C)o3)N(C)C2=S)cc1 | 0% | -3% | 0.4% | -8% | 17% | VEEV TC-83 Vero 10K pilot screen=1.6
O=C(N1CCOCC1)N1CCN(CC(O)COc2ccc3ccccc3c2)CC1 (centres undefined) | -6% | 2% | i | 1% | 2%
CCOc1ccc(Cn2c3ccc(OC)cc3c3nc4ccccc4nc32)cc1OC | -2% | -4% | 1.5% | 12% | 11%
CN(C)CCN1C(=O)C(=O)/C(=C(/O)c2ccc(S(=O)(=O)N3CCOCC3)cc2)C1c1ccccc1 (centres undefined) | 9% | -6% | 0.8% | 1% | 5%
O=C(COC(=O)C1(c2ccccc2)CCCC1)N1CCNC1=O | / | 3% | 2.0% | 4% | -7%
CCCNC(=O)c1nn2c(C(F)(F)F)cc(-c3ccccc3)nc2c1Br | -5% | -3% | 0.8% | -6% | -6%
CC(=O)c1ccc(OC(=O)N2CCOCC2)cc1 | 4% | 17% | i | 3% | -10%
CCOc1ccc(N(CC(=O)NCCSCc2ccccc2)S(C)(=O)=O)cc1 | -3% | 2% | i | 1% | 10%
O=C(NNC(=O)c1ccccc1O)c1ccc(Cl)c(S(=O)(=O)N2CCCCC2)c1 | -4% | 1% | 1.8% | 3% | 5%
CCCNS(=O)(=O)c1ccc(CCC(=O)N2CCCC2)cc1 | -4% | -5% | i | 2% | -1%
O=C(Nc1ccccc1Oc1cccnc1)C1CCCN(C/C=C/c2ccc(F)cc2)C1 (centres undefined) | -4% | -5% | 1.7% | 20% | 48%
O=C(c1ccc2c(c1)OCO2)C1CCCN(Cc2cccn2-c2cccnc2)C1 (centres undefined) | 1% | 4% | 0.5% | -2% | 19%
C=CCn1cc([N+](=O)[O-])nc1C | -4% | 2% | i | -6% | -17%
CCCCn1c(N)c(N(CCC(C)C)C(=O)CSc2nnc3ccccn23)c(=O)[nH]c1=O | -10% | 0% | 1.0% | -4% | 2%
COc1cc(C2Nc3cc(Cl)c(S(N)(=O)=O)cc3S(=O)(=O)N2)ccc1OCc1ccccc1 (centres undefined) | 4% | 0% | 0.1% | -4% | 59% | VEEV TC-83 Vero 10K pilot screen=0.9
CC(C)[C@H](NC(=O)[C@@H]1Cc2ccccc2CN1C(=O)OC(C)(C)C)C(=O)NCc1ccco1 | 1% | 6% | 2.3% | 2% | 9%
CCOc1ccc(/C=C2\SC(=S)N(CCC(=O)Nc3cccc(C(=O)O)c3)C2=O)cc1 | 0% | 9% | 1.3% | 4% | 13%
Cc1cccn2c(=O)c(C=O)c(Sc3ncccn3)nc12 | 1% | -14% | 1.0% | -6% | -1%
COc1ccc(C(CNC(=O)c2ccc(C)c(S(=O)(=O)N3CCCCC3)c2)N(C)C)cc1OC (centres undefined) | 9% | -26% | 1.1% | -12% | -8%
CC12C(=O)N(c3cccc4cccnc34)C(=O)C1C1C=CC2C1 (centres undefined) | -11% | 2% | 0.8% | -11% | 5%
O=C(CSc1nnc(-c2ccncc2)o1)N1CCc2ccccc2C1 | -2% | -3% | 1.4% | ? | ?
CCOC(=O)Nc1ccc(NC(=O)c2ccccc2F)cc1 | 4% | 3% | 0.5% | 5% | 13%
COCCNc1nc2ccccc2n1CC(=O)c1ccc(OC)c(OC)c1 | -5% | -3% | i | -4% | -15%
O=C(COC(=O)c1c[nH]c2ccccc12)Nc1ccc(F)cc1 | / | -4% | 8.1% | 3% | -4%
CN1CCCN(C(c2ccccc2)c2ccc(Cl)cc2)CC1 (centres undefined) | 87µM* | 1% | 6.3% | -1% | 28%

Screening data (PubChem BioAssay)
